AmpC inh detg: qHTS Inhibitors of AmpC Beta-Lactamase (assay with detergent); P00811; AmpC hydrolysis of nitrocefin, absorbance 480 nm, 0.01% Triton; Potency, µM (highest dose often 114 µM), inactives show at the highest dose activity change, negative = inhibition, actives largely listed as inhibitors; 370,000 tested, 0.041% active; AID 485294, 2010;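 note: potency is the fitted concentration of half-maximal effect; 0% = no-compound wells and -100% = no-enzyme wells; nearly all actives have a fitted effect of over 25% in size; some results filed as inactive show a strong effect at the top dose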
Target sequence (P00811 whole entry, looked up): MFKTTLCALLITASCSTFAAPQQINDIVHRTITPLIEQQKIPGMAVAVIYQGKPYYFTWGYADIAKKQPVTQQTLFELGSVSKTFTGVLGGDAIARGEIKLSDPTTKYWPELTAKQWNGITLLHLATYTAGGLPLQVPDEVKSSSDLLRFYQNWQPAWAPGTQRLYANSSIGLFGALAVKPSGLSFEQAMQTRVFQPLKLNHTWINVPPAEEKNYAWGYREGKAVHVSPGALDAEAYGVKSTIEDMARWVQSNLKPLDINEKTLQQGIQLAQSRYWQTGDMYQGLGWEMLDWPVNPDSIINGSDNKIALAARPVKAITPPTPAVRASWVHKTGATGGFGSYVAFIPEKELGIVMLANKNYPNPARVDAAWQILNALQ
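AmpC (5.3 nM in the dispensed reagent) in 20 mM phosphate pH 7.0 with 0.01% (detergent screen) or 0.0001% Triton X-100 was preincubated with compounds for 15 min at room temperature. Nitrocefin was then added from an 800 uM solution, and hydrolysis was followed at 480 nm.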
Tb PYK inh: qHTS of Trypanosoma Brucei Inhibitors. pyruvate kinase (Trypanosoma brucei), Q57TT1. TbPYK enzyme, Kinase-Glo Plus ATP luminescence, 45 min. Potency, µM (top dose mostly 76.8 µM), for inactives: top-dose activity, negative = inhibition, actives largely listed as inhibitors. 410,000 tested, 0.12% active; note: potency is the fitted concentration of half-maximal effect; nearly all actives have a fitted effect of over 50% in size
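Assay buffer: 50 mM TEA pH 7.2, 100 mM KCl, 10 mM MgCl2, 0.05% BSA, 0.01% Tween-20. Pyruvate kinase from T. brucei plus substrate met compound, then ADP (130 uM final). Luminescence was read post 45 min RT.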
LmPK inh: qHTS Assay for Inhibitors of Leishmania Mexicana Pyruvate Kinase (LmPK); purified LmPK, Kinase-Glo ATP luminescence, 1 h; Potency, µM (doses to about 57.5 µM), for inactives: at the highest dose activity change, negative = inhibition, hits mostly inhibitors; 290,000 tested, 0.37% active; AID 1721, 2009; note: potency is the fitted concentration of half-maximal effect
Target sequence (Q27686 whole entry, looked up): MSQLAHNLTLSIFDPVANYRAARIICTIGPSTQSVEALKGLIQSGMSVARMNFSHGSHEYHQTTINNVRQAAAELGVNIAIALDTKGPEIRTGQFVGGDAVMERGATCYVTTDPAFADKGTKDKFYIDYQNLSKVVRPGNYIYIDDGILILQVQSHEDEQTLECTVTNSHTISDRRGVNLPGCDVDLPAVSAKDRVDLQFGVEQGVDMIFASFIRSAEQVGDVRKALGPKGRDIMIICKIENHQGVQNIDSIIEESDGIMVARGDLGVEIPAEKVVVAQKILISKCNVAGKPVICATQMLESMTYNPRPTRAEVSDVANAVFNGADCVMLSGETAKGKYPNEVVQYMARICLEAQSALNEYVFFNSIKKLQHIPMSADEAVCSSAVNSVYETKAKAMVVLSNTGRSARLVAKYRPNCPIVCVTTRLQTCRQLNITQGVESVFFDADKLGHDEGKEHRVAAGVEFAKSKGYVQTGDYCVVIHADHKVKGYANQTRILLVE
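Purified LmPK (0.1 nM) with 0.5 mM PEP and 0.1 mM ADP in imidazole buffer pH 7.2 with MgCl2/KCl, 1 h at room temperature. ATP formed was read by luciferase luminescence and normalized to no-enzyme and uninhibited controls.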
HCV inhibitor: qHTS Assay for Inhibitors of Hepatitis C Virus (HCV). Huh7.5.1 HCVcc-Cre infection, luciferase reporter, 44 h. Potency, µM (doses to about 41.8 µM), without a hit: at the top dose activity change, negative = inhibition, most hits filed as inhibitors. 340,000 tested, 3.4% active. AID 651820, 2012; note: potency is the fitted concentration of half-maximal effect
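1,000 cells/well; 4 h culture; + compound; + HCVcc-Cre (~0.5 moi); 44 h; luciferase substrate, RT 15 min; read 15 sec.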
HCMV inh: qHTS Assay for inhibitors of the human cytomegalovirus (HCMV). HFF cells, HCMV-luciferase reporter, 72 h; hits give low values. activity change, negative = inhibition, % at 57.5 µM. 410,000 tested, 4.5% active. AID 1259415, 2018; in the data active = activity change below about -60%; inconclusive = no clear call, values can overlap the other calls; inactive = above about -39%
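Two-dose cell screen: HFF monolayers treated with compounds and infected with luciferase-expressing HCMV at 1 PFU/cell, 72 h at 37C, then lysed for luciferase measurement.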
AMA1-RON2 inh: qHTS for Inhibitors of AMA1-RON; Towards Development of Antimalarial Drug Lead: Primary Screen. Plasmodium falciparum AMA1 (3D7) - RON2 peptide interaction. AlphaScreen AMA1-biotinylated RON2 peptide binding. Potency, µM (titrated, usually from 58.2 µM), without a hit: at the highest dose activity change, negative = inhibition, hits mostly inhibitors. 360,000 tested, 0.2% active. AID 720542, 2013;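 note: potency is the fitted concentration of half-maximal effect; 0% = vehicle wells and -100% = peptide control; nearly all actives have a fitted effect of over 45% in size; some results filed as inactive show a strong effect at the top dose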
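AMA1 (3D7) with his tag at 25 nM final met compounds first, then biotinylated RON2 peptide at 25 nM; detection used donor plus acceptor beads, 10 µg/mL apiece, read by AlphaScreen after 30 min at room temperature.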
AmpC no deterg: qHTS Inhibitors of AmpC Beta-Lactamase (assay without detergent); AmpC nitrocefin hydrolysis, absorbance 480 nm, 0.0001% Triton; Potency, µM (highest dose often 57.1 µM), without a hit: at the top dose activity change, negative = inhibition, actives largely listed as inhibitors; 330,000 tested, 0.52% active; AID 485341, 2010;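 note: potency is the fitted concentration of half-maximal effect; plate controls were no compound for no effect and no enzyme for full effect; nearly all actives have a fitted effect of over 20% in size; some results filed as inactive show a strong effect at the top dose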
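20 mM phosphate pH 7.0 + 0.01% (detergent screen) or 0.0001% Triton X-100; 5.3 nM AmpC reagent; cpd preinc 15 min RT; nitrocefin (800 uM stock) to start; A480 q20 s × 4 min; Activity was normalised to no-enzyme and no-compound control wells.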
* marks the source's active call; other numbers are inactive results; ? = inconclusive; nt = no result given; & = joins results of further samples; [ ] = remark or other dose. Unless noted, calls come from the whole dose curve; as a rule, active = well fitted curve in the direction sought with a large enough effect; inconclusive = small, poorly fitted or top-dose-only effect, or another doubt; inactive = no such curve, though single readings can be large; an effect the other way counts as inactive or inconclusive. Unless noted, % is set by controls: 0 for no effect and ±100 for the full control effect.

molecule	Tb PYK inh	HCMV inh	AmpC no deterg	AMA1-RON2 inh	AmpC inh detg	LmPK inh	HCV inhibitor
COCCCNC(=O)c1ccc(S(=O)(=O)c2ccc(C)cc2)c(NC(C)=O)c1	-10.1%	19.7	-6.3%	-3.8%	-5.6%	-4.9%	5.4%
Nc1ccc(Cc2nc3c(ccc4ccccc43)[nH]2)cc1	0.0%	30.0	-25.7%	-3.6%	-14.2%	0.2%	?
COc1cc2c(=O)c(-c3ccc(O)cc3)coc2cc1OC1OC(CO)C(O)C(O)C1O (stereo not drawn)	-13.4%	12.5	-4.3%	10.0%	-18.6%	-0.7%	-3.0%[8.37 µM]
O=C(O)c1nn(Cc2csc(-c3ccccc3)n2)c(=O)c2ccccc12	1.1%	-14.7	-25.5%	-12.6%	3.2%	-8.9%	7.6%
CCOc1cc(-c2noc(CCC(=O)NCC3CCCO3)n2)ccc1OC (stereo not drawn)	7.4%	0.6	-10.4%	3.5%	?	1.3%	-11.6%
CCOC(=O)c1c(NC(=O)COC(=O)C2CCC2)sc(C(=O)N(C)C)c1C	1.4%	18.1	50.8%	34.0%[activator]	?	nt	-25.0%
CN1C(=O)C(C)(C)c2cc(S(=O)(=O)N3CCCC(C(=O)Nc4ccc(Cl)cc4)C3)ccc21 (stereo not drawn)	-1.1%	?	79.1%[activator]	-6.3%	-12.5%	-3.5%	11.2µM*
CCN1C(=O)C(O)(CC(=O)/C=C/C=C/c2ccccc2)c2ccccc21 (stereo not drawn)	-12.9%	-3.9	29.2%	-9.4%	0.1%	2.7%	-14.1%
O=C1CSC(=S)N1N=Cc1ccc2c(c1)OCO2	-6.4%	-13.5	nt	17.7%	nt	nt	26.7%
CCc1ccc(C(C)NC(=O)COC(=O)c2ccc(-n3cnnn3)cc2)cc1 (stereo not drawn)	-1.5%	48.3	-6.5%	-4.2%	nt	nt	16.7%

Looked up above.
Nc1ccc(Cc2nc3c(ccc4ccccc43)[nH]2)cc1 | AMA1-RON2 inh = -3.6%
O=C1CSC(=S)N1N=Cc1ccc2c(c1)OCO2 | AMA1-RON2 inh = 17.7%

The list goes on.
molecule	Tb PYK inh	HCMV inh	AmpC no deterg	AMA1-RON2 inh	AmpC inh detg	LmPK inh	HCV inhibitor
CCN(CC)c1nc2c(S(=O)(=O)c3ccccc3)nnn2c2ccc(Cl)cc12	3.1%	-76.3*	nt	nt	16.5%	nt	nt
CCc1cccc(C)c1NC(=O)Cn1c(=O)cc(C(F)(F)F)c2c(C)nn(C)c21	-1.9%	4.6	nt	nt	18.6%	nt	nt
CCOc1ccc(CN(C)C(=O)CNC(=O)c2sc3ccccc3c2Cl)cc1	3.2%	-38.7	-12.2%	-0.8%	-7.4%	nt	8.6%
O=C(NCc1ccccn1)c1nn(-c2ccccc2Cl)nc1CO	1.2%	17.1	nt	nt	23.4%	nt	nt
COc1ccc(/C=C/C(=O)NCCc2nc3ccccc3[nH]2)cc1	-5.0%	28.7	-14.9%	5.6%	6.6%	1.8%	0.8%
COc1ccc(C)cc1NC(=O)C(=O)NCCc1sc(-c2cccc(C)c2)nc1C	-4.3%	-4.0	nt	nt	-2.3%	nt	nt
O=C(COc1ccc(Br)cc1)NNC(=O)c1cc(S(=O)(=O)N2CCOCC2)ccc1Cl	-3.1%	-24.9	nt	101.2%[activator][11.6 µM]	nt	nt	-3.8%
CCOC(=O)C1(CCOc2ccccc2)CCN(Cc2cccc(OCCO)c2)CC1	5.5%	61.8	88.3%[activator]	-1.0%	?	8.1%	-23.2%
O=C(CSc1ncn(-c2ccccc2)n1)c1cccs1	-22.8%	44.0	-11.6%	-15.1%	-9.8%	-0.8%	-17.3%
COc1cccc(NC(=O)CC2C(=O)NC3CCCCC3N2C(=O)c2ccccc2)c1 (stereo not drawn)	-3.3%	16.4	nt	11.3%	nt	nt	14.5%
Cc1cccc(Cn2cc(C(=O)Nc3ccc(F)c(C(F)(F)F)c3)ccc2=O)c1	-7.0%	?	nt	nt	17.3%	nt	nt
CN(C)c1ccc(C(=S)N2CCN(c3ccccc3)CC2)cc1	-2.7%	-10.5	-31.4%	?	-19.1%	1.7%	-12.1%
CCCCNC1=NCCS1	-3.4%	-17.9	-19.0%	4.3%	1.3%	2.8%	3.0%
CC(C)C[C@H](NC(=O)N1CCn2c1nc1ccccc12)C(=O)NC1CC1	-1.7%	-21.5	58.5%	67.7%[activator]	-2.6%	5.4%	3.3%
COc1ccc(N2C(=O)NC(NC(=O)c3cccnc3)(C(F)(F)F)C2=O)cc1 (stereo not drawn)	2.7%	-18.3	-10.1%	-4.1%	1.4%	-1.6%	4.3%
C[C@H]1CCCCO[C@@H](CN(C)C(=O)NC2CCCCC2)[C@@H](C)CN([C@@H](C)CO)C(=O)c2cc(NC(=O)Cc3ccccc3)ccc2O1	-6.2%	?	nt	7.1%	nt	nt	nt
COC(=O)C(C)NC(=O)C1CCCN1C(=O)CNC(=O)OCc1ccccc1 (stereo not drawn)	1.0%	31.8	-13.0%	-6.6%	-8.1%	-0.2%	0.8%
CCN(CC)C(=O)c1cc2c(=O)n3cccc(C)c3nc2n1C	3.4%	12.5	-4.8%	-7.8%	?	-3.2%	-0.1%
CC(C)OC(=O)C(CC(=O)O)NCc1ccccc1 (stereo not drawn)	-6.2%	22.9	-19.6%	0.6%	1.9%	-0.4%	9.3%
CCOC(=O)c1c(C)[nH]c(N=Nc2ccc(OC)cc2)c1C	6.1%	0.0	16.0%	27.6%	-8.8%	1.7%	-22.0%
COc1cc(C)c(S(=O)(=O)N2CCN(C)CC2)cc1C	-1.7%	3.5	-11.0%	19.3%	?	4.3%	0.4%
CCCc1nn2c(=O)cc(COc3ccc(/C=C(\C#N)C(=O)Nc4ccc(F)cc4)cc3)nc2s1	2.6%	5.7	nt	nt	3.1%	nt	nt
C#CCOCCOCCOCCNc1nc(N2CCN(C(=O)Cn3cc(CCO)nn3)CC2)nc(N2CCN(C(=O)Cn3cc(CCCCN)nn3)CC2)n1	3.7%	-0.8	nt	0.4%	nt	nt	-10.9%[8.37 µM]
CCOc1cc(C2/C(=C(/O)c3ccc(OC)cc3)C(=O)C(=O)N2CC2CCCO2)ccc1O (stereo not drawn)	11.1%	nt	-8.9%	0.0%	0.5%	0.8%	9.8%
O=C(O)Cc1c(-c2ccccc2)c2cc(Cl)ccc2[nH]c1=O	-4.7%	28.8	-24.2%	8.4%	-0.5%	1.6%	-10.1%
CCC(C)(C)NC(=O)C(Sc1ccccc1)c1ccccc1 (stereo not drawn)	-1.0%	-25.4	-22.8%	-3.5%	-5.7%	-2.2%	7.5%
CC(C)=CCC/C(C)=C/C=N/NC(=O)c1ccc([N+](=O)[O-])cc1	5.0%	-31.7	-33.4%	23.7%	?	-0.8%	-2.6%
CC1CCN(C(=O)CSc2c3c(nc4ccc(Cl)cc24)CCCC3)CC1	-7.1%	-39.1	nt	nt	-0.6%	nt	nt
Nc1nc(N2CCOCC2)nc(N(c2ccccc2)c2ccccc2)n1	3.3%	22.2	-10.3%	0.0%	?	2.6%	16.7%
O=C(CCl)N(C1CCCC1)C1CCS(=O)(=O)C1 (stereo not drawn)	-0.5%	-83.1*	-4.0%	-22.3%	?	-2.2%	?

The final four compounds of the part above open the next one.
molecule	Tb PYK inh	HCMV inh	AmpC no deterg	AMA1-RON2 inh	AmpC inh detg	LmPK inh	HCV inhibitor
CC(C)=CCC/C(C)=C/C=N/NC(=O)c1ccc([N+](=O)[O-])cc1	5.0%	-31.7	-33.4%	23.7%	?	-0.8%	-2.6%
CC1CCN(C(=O)CSc2c3c(nc4ccc(Cl)cc24)CCCC3)CC1	-7.1%	-39.1	nt	nt	-0.6%	nt	nt
Nc1nc(N2CCOCC2)nc(N(c2ccccc2)c2ccccc2)n1	3.3%	22.2	-10.3%	0.0%	?	2.6%	16.7%
O=C(CCl)N(C1CCCC1)C1CCS(=O)(=O)C1 (stereo not drawn)	-0.5%	-83.1*	-4.0%	-22.3%	?	-2.2%	?
CCOc1ccc(C(=O)COC(=O)Cn2cnc3c2c(=O)n(C)c(=O)n3C)cc1	2.3%	75.8	-13.7%	5.6%	-2.4%	nt	-2.4%
CCSc1ncc(Cl)c(C(=O)Nc2nc3ccc(S(C)(=O)=O)cc3s2)n1	1.8%	-26.2	nt	nt	-3.2%	nt	nt
CCOC(=O)c1sc2nc(OCc3cccnc3)cc(C)c2c1N	-1.3%	0.1	nt	7.1%	nt	nt	nt
CCN(CC)c1ccc(/C=C2\SC(N)=NC2=O)cc1	-16.9%	61.1	-13.5%	3.7%	-13.5%	0.1%	-1.5%
CCc1ccccc1NC(=O)c1ccc2nc(C(C)C)oc2c1	-1.1%	2.4	nt	nt	19.9%	nt	nt
COc1ccc(/C=C2\N=C(c3ccccc3)NNC2=O)cc1	1.4%	61.0	-44.8%	-9.0%	-3.7%	-6.3%	2.9%
O=C(OCc1ccccc1)N1CCOCCOCCN(C(=O)OCc2ccccc2)CCOCCOCC1	1.5%	-13.5	236.9%[activator]	0.0%	-1.2%	3.3%	-13.0%
CC1(C)CC(=O)C(C(=O)CCCCC(=O)C2C(=O)CC(C)(C)CC2=O)C(=O)C1	1.6%	22.7	-28.2%	8.0%	?	-2.9%	7.9%&0.1%
CC1CCN(S(=O)(=O)c2ccc(NC(=O)CNC3CCCCC3)cc2)CC1	-5.9%	-18.3	-19.5%	7.9%	-9.1%	7.7%	7.3%
Cc1ccc2[nH]c(=O)c(Cc3ccccc3)c(O)c2c1	-7.2%	-39.7	-31.9%	-2.1%	1.4%	-1.3%	3.0%
COC(=O)c1cc(NC(=O)Cc2ccc(OC)cc2)cc(C(=O)OC)c1	-3.3%	3.6	-27.6%	6.1%	-5.5%	0.1%	?

Screening data: PubChem BioAssay, National Center for Advancing Translational Sciences (NCATS)
